# Screens from PubChem BioAssay.
# APJ agonist = activates the human apelin receptor APJ; activation, % at 20 µM; 330,000 tested, 0.11% active; CHO-K1 APJ PathHunter beta-arrestin, luminescence; 0% DMSO wells, 100% apelin; P35414;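 active means activation more than six SD over the plate average, tested at 20 µM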;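 further: 0% = DMSO alone and 100% = apelin-13 at 10 nM; some results filed as inactive read as strong as hits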
#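 Test system: CHO-K1 APJ beta-arrestin complementation cell line | Compound: Single test compound dose, 20 µM final, 1% DMSO | Incubation: Compound 90 min 25 °C, reagent 1 h | Measured by: beta-gal luminescence | Read-out basis: APJ–arrestin association signal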
# UBC13 polyUb = inhibitors of human UBC13 polyubiquitin chain formation; 330,000 tested, 0.47% active; inhibition, % at 20 µM; TR-FRET; in the data active means inhibition above about 45%, passing the limit was not always enough; inconclusive means no clear call, values can overlap the other calls
# Target sequence (P61088 whole entry, looked up): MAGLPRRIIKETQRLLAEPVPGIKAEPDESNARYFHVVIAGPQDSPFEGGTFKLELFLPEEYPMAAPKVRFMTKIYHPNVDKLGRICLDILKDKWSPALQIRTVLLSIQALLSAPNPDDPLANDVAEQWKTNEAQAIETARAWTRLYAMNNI
# Gli-Sufu block = blocks Gli-Sufu signaling in a luciferase reporter. 340,000 tested, 0.74% active. Sufu-KO-LIGHT fibroblasts, Gli luciferase reporter luminescence. inhibition, % at 5 µM;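 active means inhibition above about 55%, limit read from the data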;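 further: 0% = DMSO-treated cells and 100% = wells with medium but no cells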
# EBI2 block = blocks human EBI2 receptor beta-arrestin signaling | P32249 | EBI2 beta-arrestin recruitment, luminescence, 7a,25-OHC stimulated | inhibition, % at 5 µM | 360,000 tested, 0.81% active | AID 651636; in the data active means inhibition above about 38%;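 further: enzyme fragment complementation signal reports receptor beta-arrestin coupling in cells; 0% = agonist plus DMSO wells and 100% = wells without agonist; some results beyond the cut were filed as inactive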
# APJ antag = blocks the human apelin receptor APJ. CHO-K1 APJ beta-arrestin complementation, luminescence. 330,000 tested, 0.32% active. inhibition, % at 20 µM;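 active means inhibition above about 40% at 20 µM, limit read from the data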;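 further: cells challenged with 10 nM apelin-13 agonist together with compound; plate controls were apelin-13 plus DMSO wells for no effect and DMSO wells lacking apelin-13 for full effect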
# CCR6 antagonist = blocks CCL20-driven beta-arrestin recruitment at human CCR6; P51684; CHO-K1 CCR6 PathHunter beta-arrestin, luminescence, CCL20-stimulated; inhibition, % at 20 µM; 340,000 tested, 0.49% active; AID 493098;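 active means compounds whose inhibition of the agonist-driven luminescence signal at 20 µM reaches about 50%, limit read from the data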;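 further: cells stimulated with CCL20 at 14 nM final; plate controls were DMSO with CCL20 for no effect and DMSO without agonist for full effect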
# Target sequence (P51684 whole entry, looked up): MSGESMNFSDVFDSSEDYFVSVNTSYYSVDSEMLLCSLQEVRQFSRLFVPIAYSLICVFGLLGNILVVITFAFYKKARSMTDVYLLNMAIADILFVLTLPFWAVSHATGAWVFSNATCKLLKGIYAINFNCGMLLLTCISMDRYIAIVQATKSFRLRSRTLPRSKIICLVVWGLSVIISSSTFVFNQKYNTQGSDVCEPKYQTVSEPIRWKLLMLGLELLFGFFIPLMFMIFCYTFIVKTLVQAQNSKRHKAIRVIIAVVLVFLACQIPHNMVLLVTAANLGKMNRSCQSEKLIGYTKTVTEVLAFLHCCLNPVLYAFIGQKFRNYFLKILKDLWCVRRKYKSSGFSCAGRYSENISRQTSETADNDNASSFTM
# ATG4B inh = ATG4B (human) cysteine protease inhibition. Q9Y4P1. inhibition, % at 8.33 µM. 340,000 tested, 0.51% active. ATG4B cleavage of LC3-PLA2, NBD-HPC fluorescence, 1 h. AID 504462; in the data active means inhibition above about 40%
# Target sequence (Q9Y4P1 whole entry, looked up): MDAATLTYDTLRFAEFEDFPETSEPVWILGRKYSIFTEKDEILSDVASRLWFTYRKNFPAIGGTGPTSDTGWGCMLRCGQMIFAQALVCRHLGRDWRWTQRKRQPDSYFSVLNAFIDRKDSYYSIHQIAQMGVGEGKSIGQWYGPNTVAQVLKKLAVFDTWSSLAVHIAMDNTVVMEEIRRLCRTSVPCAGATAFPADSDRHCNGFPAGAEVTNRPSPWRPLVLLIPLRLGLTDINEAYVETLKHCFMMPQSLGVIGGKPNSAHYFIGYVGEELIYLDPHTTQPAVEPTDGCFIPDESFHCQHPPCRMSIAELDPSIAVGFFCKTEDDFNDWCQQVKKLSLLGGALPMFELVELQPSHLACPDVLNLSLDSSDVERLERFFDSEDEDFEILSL
# CXCR6 block = blocks human CXCR6 beta-arrestin recruitment. O00574. 360,000 tested, 0.36% active. CHO-K1 PathHunter CXCR6 beta-arrestin, luminescence. inhibition, % at 20 µM; in the data active means inhibition above about 34%, passing the limit was not always enough;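 further: antagonist mode with CXCL16 agonist at 10 nM final; 0% = 10 nM CXCL16 with DMSO and 100% = unstimulated wells without agonist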
# An asterisk follows results filed as active; ? = inconclusive; / = no result given.
# Start of the listing, in advance, 3 compounds:
SMILES,APJ agonist,UBC13 polyUb,Gli-Sufu block,EBI2 block,APJ antag,CCR6 antagonist,ATG4B inh,CXCR6 block
Cc1ccc(NC(=O)CN2C(=O)NC(C)(c3ccc(Cl)cc3)C2=O)cc1S(=O)(=O)N1CCOCC1 (stereo not drawn),-1,-13,-3,-3,-14,0,-9,0
c1ccc(CNc2ncnc3[nH]ncc23)cc1,/,/,0,-17,/,-8,-3,1
Cc1ccc(C)c(N2N=C(C(=O)Nc3ccc(N4CCOCC4)cc3)CCC2=O)c1,-4,2,-9,12,-36,7,-8,-5

# This part in full, repeating the preview:
SMILES,APJ agonist,UBC13 polyUb,Gli-Sufu block,EBI2 block,APJ antag,CCR6 antagonist,ATG4B inh,CXCR6 block
Cc1ccc(NC(=O)CN2C(=O)NC(C)(c3ccc(Cl)cc3)C2=O)cc1S(=O)(=O)N1CCOCC1 (stereo not drawn),-1,-13,-3,-3,-14,0,-9,0
c1ccc(CNc2ncnc3[nH]ncc23)cc1,/,/,0,-17,/,-8,-3,1
Cc1ccc(C)c(N2N=C(C(=O)Nc3ccc(N4CCOCC4)cc3)CCC2=O)c1,-4,2,-9,12,-36,7,-8,-5
CN1CCN(c2ccc(NC(=O)COc3ccc(Cl)cc3Cl)cc2)CC1,-1,18,6,1,16,11,1,-6
COc1cc(OC)c(NC(=O)c2cncn2-c2ccc(F)cc2)cc1Cl,3,-1,-2,-2,1,10,-1,0
CC(C)(C)NC(=O)C(c1ccc(O)cc1)N(C(=O)CCC(=O)Nc1nccs1)c1ccc(F)cc1 (stereo not drawn),-2,5,-6,-6,-12,10,-8,5
COc1ccc(COCC(CC(C)C)N2CCN(C(=O)c3cccc(C(F)(F)F)c3)CCC2=O)cc1 (stereo not drawn),4,5,11,10,-5,10,0,1
COc1cccc(NC(=S)NC(=O)Cc2ccccc2)c1,0,6,-3,17,-5,8,-6,4
Cc1cc(NC(=O)CCCn2cc([N+](=O)[O-])cn2)n(Cc2ccc(F)cc2)n1,-2,6,1,1,-8,5,-1,6
Cc1ccc(OCCn2c(C)c(/C=N/n3cnnc3)c3ccccc32)cc1,3,-2,-1,-7,-6,5,-22,2
O=C(CC1Oc2ccccc2NC1=O)NCCCN1CCN(Cc2ccccc2)CC1 (stereo not drawn),1,4,8,-10,-13,1,-6,-1
CN1C2C=C(N(CCc3ccccc3)C(=O)c3ccc(Cl)cc3)CC1CC2 (stereo not drawn),-2,9,13,11,8,-1,-7,3
COCCn1c(C)cc(C(=O)CSc2nc3ccccc3c(=O)[nH]2)c1C,1,10,-62,0,19,1,-3,-5
COc1cccc(NC2C=CS(=O)(=O)C2)c1 (stereo not drawn),-2,-1,3,-25,3,-2,-2,-3
CSc1nnc2c(n1)OC=Nc1ccccc1-2,-1,-28,-7,1,5,-2,5,0
COc1ccc(O)c(C2=Nc3ccccc3N=C(c3ccccc3)C2)c1,-1,-7,14,21,22,9,-4,9
COc1ccc2oc(C(=O)OCC(=O)N3C(C)CCCC3C)c(C)c2c1 (stereo not drawn),-2,10,-6,2,1,3,-15,4
Cc1ccc2cc(CCNC(=O)CC(C)C)c(=O)[nH]c2c1,-1,-6,1,-7,-15,5,-4,3
O=S(=O)(c1ccc(Cl)cc1)N1CCN(c2ncccn2)CC1,-3,8,1,-1,7,17,10,7
Nc1ccc2c(c1)Nc1ccccc1CC2,-1,-2,-10,-6,2,-12,-2,-9
CC(NC(=O)CCc1ccccc1)c1cc2c(cc1Cl)OCCO2 (stereo not drawn),1,8,2,1,-21,2,-5,-5
C=CCNc1oc(-c2cccc(F)c2)nc1C#N,-4,-13,-26,-14,-3,23,-4,19
O=C(CCCCCN1C(=O)[C@@H]2Cc3ccccc3CN2C1=O)N[C@@H](Cc1ccc(O)cc1)C(=O)O,0,-10,-2,-1,3,-2,-12,-8
Cc1sc2nc(CSCC(=O)Nc3ccc(Cl)cc3F)[nH]c(=O)c2c1C,-1,0,-3,-7,20,-2,-16,-8

# Just Gli-Sufu block, APJ agonist and EBI2 block (2 entries from above):
compound	Gli-Sufu block	APJ agonist	EBI2 block
COc1ccc2oc(C(=O)OCC(=O)N3C(C)CCCC3C)c(C)c2c1 (stereo not drawn)	-6	-2	2
Cc1ccc2cc(CCNC(=O)CC(C)C)c(=O)[nH]c2c1	1	-1	-7

# (next part)
SMILES,APJ agonist,UBC13 polyUb,Gli-Sufu block,EBI2 block,APJ antag,CCR6 antagonist,ATG4B inh,CXCR6 block
O=C(Oc1ccc(Br)cc1)c1cccnc1,-3,7,7,1,-26,12,-4,2
CCOC(=O)c1sc(N2C(=O)C(O)=C(C(=O)c3ccco3)C2c2cccc(Cl)c2)nc1C (stereo not drawn),-4,-10,/,11,9,/,/,16
O=C(OCC(=O)N1CCCc2ccccc21)c1ccc(C(F)(F)F)cc1,-5,1,-1,1,8,19,5,2
CC(C)N(C(=O)N1CCN(c2ccnc3cc(Cl)ccc23)CC1)C(C)C,-3,6,35,-5,13,4,-8,3
O=C(COC(=O)c1cccc(Cl)c1)NC1CCCCCCC1,0,4,-3,-12,7,5,-16,4
COc1ccc2[nH]c(=O)c(CN(CCCN(C)C)C(=O)Nc3ccc(F)cc3)cc2c1,0,-7,-9,-8,2,10,-12,0
CCOC(=O)c1[nH]c2ccccc2c1N=CN(C)C,-2,-2,6,-12,17,3,-3,-1
CCS(=O)(=O)c1ccc(O)c(NC(=O)CCCC(=O)O)c1,-1,4,-2,8,-14,-2,-7,-5
O=C(NC1CCCCC1)N(Cc1cc2cc3c(cc2[nH]c1=O)OCCO3)CC1CCCO1 (stereo not drawn),2,-5,-8,4,-19,-14,2,5
O=c1c2ccccc2nc(SCc2cccc(F)c2)n1Cc1ccco1,-2,-2,6,-62,13,26,16,6
COCc1cc(=O)[nH]c(N2CCN(Cc3ccc4c(c3)OCO4)CC2)n1,-1,-8,3,-5,12,10,2,4
COc1ccc(/C=N/N2C(=O)CSC2=S)cc1Br,5,-24,-13,-13,-13,7,1,0

# Arranged by SMILES length (high to low): part of the list above
SMILES,APJ agonist,UBC13 polyUb,Gli-Sufu block,EBI2 block,APJ antag,CCR6 antagonist,ATG4B inh,CXCR6 block
COc1ccc2[nH]c(=O)c(CN(CCCN(C)C)C(=O)Nc3ccc(F)cc3)cc2c1,0,-7,-9,-8,2,10,-12,0
COCc1cc(=O)[nH]c(N2CCN(Cc3ccc4c(c3)OCO4)CC2)n1,-1,-8,3,-5,12,10,2,4
O=C(COC(=O)c1cccc(Cl)c1)NC1CCCCCCC1,0,4,-3,-12,7,5,-16,4
O=C(Oc1ccc(Br)cc1)c1cccnc1,-3,7,7,1,-26,12,-4,2

# (list continues)
SMILES,APJ agonist,UBC13 polyUb,Gli-Sufu block,EBI2 block,APJ antag,CCR6 antagonist,ATG4B inh,CXCR6 block
COc1ccc(-c2nc(C#N)c(NCCCN3CCOCC3)o2)cc1,-3,18,-13,-2,13,9,-7,8
CC(C)CCN1CN(S(=O)(=O)c2cccs2)c2nc3ccccc3nc21,-2,3,0,-9,-1,7,-3,-1
O=C(Cn1cc(C(=O)C2CC2)c2ccccc21)NCc1ccccc1,-2,15,12,5,-3,6,-10,8
COc1ccc(CCN(C)C2CCCN(C(=O)Cn3cccn3)C2)cc1OC (stereo not drawn),-4,-8,-3,-3,3,10,2,3
COC(=O)C1=NN[C@H](C(=O)OC(C)(C)C)[C@H]1c1ccccc1,-3,-1,-4,0,3,-14,-4,-5
Cc1ccc(S(=O)(=O)CCC(=O)OCC(=O)Nc2cc(S(=O)(=O)N3CCOCC3)ccc2Cl)cc1,/,/,3,-7,/,6,-18,0
COc1cc(C(F)(F)F)nc2ccc(C#CCOC(=O)Nc3ccccc3)cc12,-2,0,-3,10,12,10,-11,11
COc1ccc(N2C(=O)c3ccccc3NC2(C)C)cc1,-1,2,-54,-5,-4,9,-1,-3
O=C(COc1ccc(Cl)cc1Cl)NCCCn1ccnc1,2,5,8,2,3,-4,-5,-20
COc1ccc(N2CCN(C(=O)Cn3nnc(-c4cccs4)n3)CC2)cc1,-2,11,7,-11,14,18,2,-4
O=C(N/N=C\c1ccccc1)c1ccccc1-n1cccc1,-3,-2,-1,9,-3,0,-3,-1
COc1ccc(S(=O)(=O)N2CCOCC2)cc1NC(=O)CSc1nnc2n1CCCCC2,-2,4,7,-12,8,6,-6,10
Cc1cc(C(=O)NC2CCCc3c2cnn3-c2ccc(C)c(C)c2)n(C)n1 (stereo not drawn),12,-1,81*,-22,-6,19,2,-3
COc1ccc(N2CCN(C(=O)CSc3nnc(NC(=O)C4CC4)s3)CC2)cc1,0,-2,11,-1,0,-3,-10,-13
Cc1ccnc(N/C=C(/NC(=O)c2ccccc2)C(=O)NN)n1,0,3,1,-5,-8,-7,9,-7
OCCN(Cc1ccccc1)Cc1ccc(F)c(F)c1,-3,15,42,-12,-6,6,-3,2
COc1ccc(NC(=S)N=Nc2c(O)[nH]c3ccccc23)cc1,-7,?,-10,-5,24,31,-3,21
O=C(COC(=O)c1ccccc1Cl)NC1CCCCCC1,0,6,-2,1,-9,2,-1,-6
CCOC(=O)CC(=O)CSc1nc(-c2ccc3c(c2)OCO3)cc(C(F)(F)F)c1C#N,2,-1,7,1,6,-2,-1,0
O=C(c1ccc2ccccc2n1)N1CCN(c2ccccc2O)CC1,0,-4,2,22,2,4,-5,-2
COc1ccc(NC(=O)N(CCCN2CCOCC2)Cc2cccnc2)c(OC)c1,-2,-11,5,0,-22,7,-7,-5
Cc1cc(C(=O)Nc2ccc(F)cc2)c2ccccc2n1,-2,-3,-12,-6,1,-1,-6,16
Cc1ccc(S(=O)(=O)NCc2ccccc2)cc1C(=O)NC(C)c1ccc(S(N)(=O)=O)cc1 (stereo not drawn),-5,2,-4,-6,-17,5,0,-4
CCOc1ccc(NC(=O)CN2CCN(C3c4ccccc4-c4ccccc43)CC2)cc1,-4,17,-2,68*,2,4,-2,-7
CCCc1nnc(SCC(=O)Nc2nccs2)o1,0,1,-31,-7,10,14,-2,4
CCOC(=O)C1CCCN(C(=O)CSc2ccc(Br)cc2)C1 (stereo not drawn),-3,5,-1,20,0,3,-3,-6
Cc1ccc(S(=O)(=O)N(C)C[C@@H]2Oc3ccc(NC(=O)Nc4cccc5ccccc45)cc3C(=O)N([C@H](C)CO)C[C@H]2C)cc1,-2,-16,0,-6,14,6,11,-2
CCC1(c2ccc(F)cc2)NC(=O)N(CC(=O)NC2CCCC(C)C2C)C1=O (stereo not drawn),-3,5,5,24,10,4,2,-7
Cc1ccsc1C(C(=O)NC1CCCCC1)N(C(=O)c1csnn1)C1CC1 (stereo not drawn),-2,-12,3,-5,1,-3,4,1

# Outcome played no part in choosing rows; any-hit rate near 3%.
